High-throughput results from PubChem BioAssay.
POLK inh – qHTS for Inhibitors of Polymerase Kappa; DNA polymerase kappa (Homo sapiens), Q9UBT6; AID 588579, 2011; actives 0.53% (n = 400,000); Potency, µM (top dose mostly 107 µM), for the others: at the top dose activity, negative = inhibition, hits mostly inhibitors; purified Pol kappa, fluorescent DNA synthesis assay, 10 min; further: on the % scale 0 is the no-effect control and ±100 the full control effect
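Enzyme at 10 nM met test compounds for 15 min at room temperature. Substrate addition (50 nM final) began the reaction, which was monitored by fluorescence at 0 and 10 min.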
POLB inh – qHTS Assay for Inhibitors of DNA Polymerase Beta. P06746. Pol beta primer extension/strand displacement, fluorescence kinetic. Potency, µM (doses to about 114 µM), for the others: top-dose activity change, negative = inhibition, usual class: inhibitors. actives 1.3% (n = 340,000). AID 485314, 2010; further: on the % scale 0 is the no-effect control and ±100 the full control effect
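Kinetic readout of DNA synthesis with strand displacement by Pol beta. Compound and 10 nM enzyme sit 15 min at room temperature; 50 nM substrate starts the reaction, read immediately and at 10 min.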
BLM helicase inh – qHTS Assay for Inhibitors of Bloom's syndrome helicase (BLM). RecQ-like DNA helicase BLM (Homo sapiens), P54132. recombinant BLM DNA unwinding, fluorescence dequenching. Potency, µM (doses to about 56.1 µM), without a hit: at the top dose activity change, negative = inhibition, actives largely listed as inhibitors. actives 0.2% (n = 350,000). AID 2528, 2010;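 further: plate controls were vehicle for no effect and no enzyme for full effect; nearly all actives have a fitted effect of over 35% in size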
APEX1 inh – qHTS Assay for Inhibitors of the Human Apurinic/apyrimidinic Endonuclease 1 (APE1); AID 2517, 2012; DNA repair nuclease/redox regulator APEX1 (Homo sapiens), P27695; actives 0.35% (n = 350,000); recombinant APE1, TAMRA/BHQ-2 abasic DNA cleavage fluorescence; Potency, µM (top dose mostly 65.8 µM), for inactives: at the highest dose activity change, negative = inhibition, hits mostly inhibitors;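 further: plate controls were vehicle for no effect and reference inhibitor for full effect; nearly all actives have a fitted effect of over 55% in size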
Target sequence (P27695 whole entry, looked up): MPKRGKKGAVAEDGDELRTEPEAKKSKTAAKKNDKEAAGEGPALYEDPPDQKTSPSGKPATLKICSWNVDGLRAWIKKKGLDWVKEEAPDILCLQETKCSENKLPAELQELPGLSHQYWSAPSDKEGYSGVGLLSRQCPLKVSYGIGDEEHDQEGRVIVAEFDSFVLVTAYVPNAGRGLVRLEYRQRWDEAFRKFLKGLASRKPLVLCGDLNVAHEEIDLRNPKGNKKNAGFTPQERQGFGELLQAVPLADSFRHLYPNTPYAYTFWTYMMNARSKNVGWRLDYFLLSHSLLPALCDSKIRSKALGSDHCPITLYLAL
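APE1 at 0.75 nM preincubated 15 min at room temperature with compound. Reaction then started with 50 nM double-stranded THF-abasic substrate labelled with TAMRA/BHQ-2, and 525/598 nm fluorescence read kinetically. Activity taken as third-minus-first read difference, normalized to DMSO and NSC13755 controls.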
POLH inh – qHTS for Inhibitors of Polymerase Eta; recombinant Pol eta, fluorescent DNA replication assay; actives 1.2% (n = 390,000); DNA polymerase eta (Homo sapiens), Q9Y253; Potency, µM (series often up to 114 µM), for the others: at the top dose activity change, negative = inhibition, actives largely listed as inhibitors; further: on the % scale 0 is the no-effect control and ±100 the full control effect
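Pol eta at 10 nM preincubated with compounds 15 min at room temperature; reaction started with fluorescent substrate (50 nM final) and read kinetically at 0 and 10 min.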
POLI inh – qHTS for Inhibitors of Polymerase Iota. Pol iota fluorescent replication assay, 10 min. DNA polymerase iota (Homo sapiens), Q9UNA4. AID 588590, 2011. actives 1% (n = 390,000). Potency, µM (series often up to 115 µM), inactives show at the top dose activity, negative = inhibition, actives largely listed as inhibitors
Target sequence (Q9UNA4 whole entry, looked up): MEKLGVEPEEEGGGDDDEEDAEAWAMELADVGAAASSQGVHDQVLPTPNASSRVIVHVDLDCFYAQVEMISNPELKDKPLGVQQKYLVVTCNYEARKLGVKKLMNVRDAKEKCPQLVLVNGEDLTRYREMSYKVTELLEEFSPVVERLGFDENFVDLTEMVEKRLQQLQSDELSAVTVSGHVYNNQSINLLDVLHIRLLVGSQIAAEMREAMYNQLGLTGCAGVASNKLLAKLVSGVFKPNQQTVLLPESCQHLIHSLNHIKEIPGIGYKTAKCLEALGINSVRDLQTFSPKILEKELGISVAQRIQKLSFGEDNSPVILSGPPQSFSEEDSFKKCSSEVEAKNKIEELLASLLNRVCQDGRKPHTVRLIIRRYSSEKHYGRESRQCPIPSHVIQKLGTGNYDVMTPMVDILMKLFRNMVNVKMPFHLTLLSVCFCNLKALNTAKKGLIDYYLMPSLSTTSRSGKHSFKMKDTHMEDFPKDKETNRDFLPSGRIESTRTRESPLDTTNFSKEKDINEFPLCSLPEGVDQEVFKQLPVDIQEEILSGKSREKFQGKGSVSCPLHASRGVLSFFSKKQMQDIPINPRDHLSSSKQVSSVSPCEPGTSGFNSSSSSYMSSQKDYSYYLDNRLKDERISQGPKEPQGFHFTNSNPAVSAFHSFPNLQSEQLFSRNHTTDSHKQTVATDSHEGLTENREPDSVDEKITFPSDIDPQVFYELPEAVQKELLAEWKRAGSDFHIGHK
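Fluorescent replication assay read twice, at 0 min and 10 min after adding 50 nM (final) substrate. Enzyme (10 nM) and compounds were first incubated 15 min at room temperature; enzyme-free buffer wells were negative controls.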
G9a block – qHTS Assay for Inhibitors of Histone Lysine Methyltransferase G9a; actives 8.8% (n = 350,000); Potency, µM (titrated, usually from 102 µM), for the others: at the top dose activity, negative = inhibition, actives largely listed as inhibitors; G9a H3K9 monomethylation, AlphaScreen, 2 h; further: on the % scale 0 is the no-effect control and ±100 the full control effect; nearly all actives have a fitted effect of over 75% in size
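Signal arises when biotinylated H3K9 peptide, once monomethylated, bridges streptavidin donor and antibody-captured acceptor beads. Enzyme at 20 nM was preincubated 15 min with test compounds; peptide 500 nM and SAM 20 uM then reacted for 2 h.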
BAZ2B inh – qHTS Assay for Inhibitors of BAZ2B | actives 4.4% (n = 360,000) | AID 504333, 2011 | Bromodomain adjacent to zinc finger domain protein 2B (Homo sapiens), Q9UIF8 | Potency, µM (titrated, usually from 114 µM), inactives show at the top dose activity change, negative = inhibition, hits mostly inhibitors | AlphaScreen BAZ2B-H3K14Ac peptide displacement; further: on the % scale 0 is the no-effect control and ±100 the full control effect; nearly all actives have a fitted effect of over 60% in size
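Inhibition is scored as reduced AlphaScreen emission. The BAZ2B/b-H3(5-23)K14Ac complex (50 nM each) in PBS pH 7.4, 0.01% Tween-20 meets compound (up to 110 uM) for 30 min at RT before bead addition.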
Anesthetic bind – qHTS Assay for Identification of Novel General Anesthetics | Ferritin light chain (Equus caballus), P02791 | AID 485281, 2010 | apoferritin/1-aminoanthracene competitive binding, fluorescence | actives 0.074% (n = 350,000) | Potency, µM (series often up to 77.5 µM), without a hit: at the top dose activity change, negative = displacement, most hits filed as inhibitors; further: on the % scale 0 is the no-effect control and ±100 the full control effect; nearly all actives have a fitted effect of over 20% in size
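In PBS, apoferritin at 10 uM is loaded with 1-AMA from a 50% saturated solution. After 10 min of compound exposure at ambient temperature, reduced 535 nm fluorescence indicates probe displacement.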
Starred values were filed as active, the others as inactive; ? = inconclusive; / = not tested or not shown; [ ] = remark or other dose. The call rests on the fitted dose curve; in most records, active means well fitted curve in the direction sought with a large enough effect; inconclusive means small, poorly fitted or top-dose-only effect, or another doubt; inactive means no such curve, though single readings can be large; an effect the other way counts as inactive or inconclusive. Potency means the concentration at half of the fitted maximal effect.

smiles | POLK inh | POLB inh | BLM helicase inh | APEX1 inh | POLH inh | POLI inh | G9a block | BAZ2B inh | Anesthetic bind
CC1(C)Cc2nc(-c3ccccc3)nc(NNC(=O)c3ccco3)c2CO1 | -17% | 11% | -5% | 0% | -4% | -20%[58.9 µM] | 9% | -16% | 0%
COc1cc(O)oc1C=Nc1ccc(Cl)cc1Cl | -28% | 38%[activator] | 0% | 12% | 5% | -5% | ? | -9% | 0%
N#CCCNCC1(c2ccccc2)CCCC1 | -4% | 3% | 1% | 19% | -20% | -5% | 9%[12.7 µM] | -9% | -1%
CC(=O)Nc1sc(/C(C#N)=C\c2cccc(Cl)c2)nc1-c1ccc(C)cc1 | -20% | ? | -11% | 2% | -19% | ? | 51%[activator][59 µM] | 14% | -9%
Cc1ccc(C(=O)Nc2ccccc2)cc1S(=O)(=O)N1CCN(C)CC1 | -3% | 16% | -2% | -1% | 1% | -2% | 12% | 7% | -4%
Cc1cccc(N(C)S(=O)(=O)c2c(C)[nH]c(C)c2C(=O)N2CCCC2)c1 | 4% | -1% | 0% | 38% | -7% | 65%[activator] | -1% | -28% | -2%
COc1ccc(N2C(=O)CC(Sc3n[nH]c(-c4cccc(C)c4)n3)C2=O)cc1 (stereo not drawn) | -3% | -1% | -13% | 2% | -4% | ? | / | -10% | 3%
COc1ccc(-c2nc(N)sc2C2(O)C(=O)Nc3c(Br)cc(F)cc32)cc1OC (stereo not drawn) | -1% | -14% | -5% | -4% | -4% | 3% | -9% | -17% | -2%
Cc1ccc2c(Cl)c(C(=O)Nc3ccc4c(c3)OCO4)sc2c1 | 4% | 3% | -6% | 0% | 0% | 4% | 22%[59 µM] | 6% | 6%
O=C(NC1CCCCC1)C(c1ccco1)N(Cc1ccco1)C(=O)c1ccco1 (stereo not drawn) | 10% | -19% | -1% | -2% | -10% | 2% | ? | -20% | -14%
C=CCn1c(SCC(=O)Nc2cc(C)on2)nc2c([nH]c3ccccc32)c1=O | 2% | 0% | -6% | 22% | -1% | 17% | 39% | -3% | -1%
COc1ccc(-n2nnnc2SCC(=O)N2C(C)CCCC2C)c(OC)c1 (stereo not drawn) | -11%[60.1 µM] | 28% | -1% | 14% | -5% | ? | -6% | -3% | ?
Cc1ccc(O)c(C(=O)c2cnc3c(c2)c(C)nn3C)c1 | -18% | 1% | -9% | -5% | -15% | 28% | 18% | 18% | -2%
Cn1c(=O)n(C)c2cc(CNCc3ccc(C(=O)O)cc3)ccc21 | -11%[60.1 µM] | 1% | 3% | / | -18% | 5% | -2%[59 µM] | 0% | 2%
COc1ccc(-c2c(C)nn3c(C(F)(F)F)cc(-c4ccccc4)nc23)cc1OC | -7% | 27% | 0% | / | -2% | -10% | ? | ? | -11%
O=C(O)c1ccccc1NS(=O)(=O)c1ccc2c(c1)OCCO2 | -3% | -2% | -4% | -1% | -8% | ? | -30% | ? | -2%
Cc1occc1-c1nnc(SCC(=O)NCc2ccco2)n1CC(C)C | ? | ? | -11% | ? | 25µM* | -23% | 19%[59 µM] | -12% | -11%
COc1ccccc1N(CC(O)Cn1c2ccccc2c2ccccc21)S(=O)(=O)c1ccccc1 (stereo not drawn) | -1% | ? | -6% | 0% | -14% | 22% | 9%[59 µM] | -8% | 9%
CC1(C)NC(=O)N(CCCCOc2ccc3c(c2)CCC3)C1=O | -11% | 29% | -2% | -5% | -5% | 6% | 25% | 3% | -14%
O=C(O)COc1ccccc1/C=N/NC(=O)CN1CCN(Cc2ccc(Cl)cc2)CC1 | 13% | 0% | -2% | 2% | -4% | -3% | -3% | -1% | 6%
Cn1cnnc1Sc1ccc(CN2CCN(C3CCCC3)C(CCO)C2)o1 (stereo not drawn) | -18% | ? | 2% | 3% | -4% | 18% | / | 10% | -2%
O=C(O)COc1cccc2nsnc12 | -8% | 11% | -3% | 7% | ? | ? | -44%[59 µM] | 5% | 99%[activator]
Cc1c(Cl)cccc1Nc1nc(N)nc(CSC(=S)N2CCOCC2)n1 | 2% | 6% | -11% | -6% | -22% | 47%[activator] | -4%[59 µM] | ? | -6%
CC(=O)Nc1cc2c(cc1C(=O)c1ccc(C)cc1)OCCO2 | -19% | 14% | -3% | -10% | -20% | 15% | 8%[59 µM] | -33% | -13%
CC(Sc1ccccc1)C(=O)NCC(c1ccco1)N1CCCCC1 (stereo not drawn) | 0% | / | / | -5% | -12% | 2% | 16% | -6% | /
CC(C)(c1ccccc1)c1ccc(OCCn2cnc3ccccc3c2=O)cc1 | -13% | 15% | -10% | 16% | -23% | 29% | 12%[12.7 µM] | -3% | 15%
CCCCCC#CCN1CCN(C23CC4CC(CC(C4)C2)C3)CC1 | 3% | / | / | 22% | -17% | 12% | -8%[2.33 µM] | -4% | /
CCOc1ccc(N2C(=O)CC(Cc3ccccc3OC)C2=O)cc1 (stereo not drawn) | 3% | 8% | -2% | 13% | -19% | 146%[activator] | 6%[59 µM] | 2% | -12%
COc1ccc(CCNC(=O)CN2C(=O)NC3(CCOc4ccccc43)C2=O)cc1 (stereo not drawn) | -6% | / | / | -3% | -2% | 25% | -7% | -6% | /
S=C(NCCc1ccccc1)N/N=C/c1c(Cl)cccc1Cl | -11% | -1% | -7% | -3% | -10% | ? | 48%[activator][59 µM] | -3% | -9%

Grouped by structure, those above with a COOH group (4)
smiles | POLK inh | POLB inh | BLM helicase inh | APEX1 inh | POLH inh | POLI inh | G9a block | BAZ2B inh | Anesthetic bind
Cn1c(=O)n(C)c2cc(CNCc3ccc(C(=O)O)cc3)ccc21 | -11%[60.1 µM] | 1% | 3% | / | -18% | 5% | -2%[59 µM] | 0% | 2%
O=C(O)c1ccccc1NS(=O)(=O)c1ccc2c(c1)OCCO2 | -3% | -2% | -4% | -1% | -8% | ? | -30% | ? | -2%
O=C(O)COc1ccccc1/C=N/NC(=O)CN1CCN(Cc2ccc(Cl)cc2)CC1 | 13% | 0% | -2% | 2% | -4% | -3% | -3% | -1% | 6%
O=C(O)COc1cccc2nsnc12 | -8% | 11% | -3% | 7% | ? | ? | -44%[59 µM] | 5% | 99%[activator]

(listing goes on)
smiles | POLK inh | POLB inh | BLM helicase inh | APEX1 inh | POLH inh | POLI inh | G9a block | BAZ2B inh | Anesthetic bind
COc1ccccc1NC(=O)CN1CCN(CC(=O)Nc2ccc(S(N)(=O)=O)cc2)CC1 | -23% | 46% | -2% | 13% | -2% | -21% | 45µM* | 4% | -5%
COc1ccc(OCc2csc(N)n2)cc1 | 3% | 29% | -8% | 22% | -1% | 79%[activator] | 6% | -9% | -8%
CCCC/C=C/[C@H](c1ccccc1)[C@H](CO)Cc1ccc2ccccc2c1 | -3% | / | -8% | -3% | / | ? | / | / | -18%
COc1ccc(C=NNC(=O)c2ccccc2OCc2ccc(F)cc2)c(OC)c1 | 0% | / | / | 41% | -22% | 19% | / | / | /
O=C(CNS(=O)(=O)c1cccs1)NCCc1ccc(Cl)cc1 | -1% | -13% | -4% | 63%[activator] | -8% | 107%[activator] | -9% | 1% | 2%
Clc1cccc(NCc2nnc(SCc3ccccc3)o2)c1 | -7% | 3% | -11% | 14% | -8% | 11% | 57%[activator][59 µM] | 73%[activator] | ?
CCCCOC(=O)c1ccc(OC(=O)c2cccnc2)cc1 | -6% | 1% | 1% | -2% | 6% | 0% | -2% | 21% | ?
O=C(NCCc1nnc2ccc(N3CCCCCC3)nn12)c1ccccc1 | -11% | 33% | -11% | 5% | -8% | 11% | / | -20% | ?
CCN(CC)/C(Sc1ccccc1)=C(/C(Cl)=C(Cl)Cl)[N+](=O)[O-] | 4%[60.1 µM] | 0% | -6% | 10% | -4% | -12% | ? | -32% | -6%
CCCCCn1c(CNC(=O)CC)nc2ccccc21 | -6% | ? | 1% | -2% | 2% | 11% | 8% | -5% | -4%
O=C1/C(=C/c2ccc(F)cc2)SC(=S)N1CCCC(=O)N1CCCCC1CCO (stereo not drawn) | 2% | 5% | -5% | 54%[activator] | -18% | 14% | ? | ? | ?
O=C(COC(=O)CNS(=O)(=O)c1ccc(Br)cc1Cl)NC1CC1 | 4% | / | / | 16% | -20% | 15% | -47% | 9% | /
Cc1ccc(C(=O)OCC(=O)Nc2ccccc2)cc1S(=O)(=O)N1CCCCC1 | ? | / | / | -24% | -22% | ? | -1%[12.7 µM] | 13% | /
CCN(CC)S(=O)(=O)c1ccc(NC(=O)c2nc3nc(C)cc(C)n3n2)cc1 | / | 11% | -4% | 0% | / | / | ? | 3% | -13%
CCOc1cc(/C=N/NC(=O)c2nnn(-c3nonc3N)c2C)ccc1OCc1ccc(F)cc1 | 0% | 1% | -3% | 30% | -5% | 28% | 52%[activator] | -12% | -7%
CCN1CCN(c2ccc(S(=O)(=O)N3CCOCC3)cc2NC(=O)c2cccc([N+](=O)[O-])c2)CC1 | 2% | / | / | 17% | -12% | -9% | / | / | /
CCOC(=O)C1CCN(c2c(Nc3cc(C)cc(C)c3)c(=O)c2=O)CC1 | -11% | 0% | -6% | 17% | -24% | 25% | 4%[59 µM] | 1% | -13%
CCC(C)N1CCN(S(=O)(=O)Cc2ccccc2)CC1 (stereo not drawn) | -1% | 56% | 0% | -4%[12.4 µM] | -11% | -5% | -2%[59 µM] | 2% | 5%
O=C(COC(=O)c1ccccc1F)NC(=O)NC1CCCC1 | 12% | / | / | 28% | -4% | 22% | -24%[12.7 µM] | -4% | /
COc1cc2c(cc1OC)CN(C(=O)COc1ccc(C)c(C)c1)CC2 | -13% | 2% | -13% | -5% | -11% | 55%[activator] | 11%[59 µM] | 1% | 5%
S=C1NCCOCCNC(=S)NCCOCCOCCN1 | 3% | 12% | 0% | -2% | -5% | 9% | 9% | -12% | -2%
O=C1c2ccccc2C(=O)N1c1cc([N+](=O)[O-])ccn1 | -15% | -2% | 4% | -5% | -16% | 140%[activator] | -5%[0.501 µM] | 10% | -5%

An excerpt. The share of hits here may be higher or lower than overall.
